Yeast lifespan up: extends the lifespan of yeast | AID 775 | inhibition of the nicotinamide effect, % at 10 µM | hit rate 0.68% among 130,000 | S. cerevisiae growth with nicotinamide, OD615; deaD strain in restrictive glucose medium;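 active = inhibition above a set limit, placed 3 SD over the median of all compounds, cut at about 26% in these data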;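 also: 0% = nicotinamide-treated wells and 100% = cells grown without nicotinamide; some compounds called inactive have numbers as strong as hits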
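Assay system: engineered S. cerevisiae DeaD replicative-lifespan strain, galactose-grown log-phase cells; Buffer or medium: CSMM-D glucose medium, restrictive; Probe or stimulus: nicotinamide 1.5 mM; Compound: single dose 10 µM compound, 0.25% DMSO; Schedule: 4 h preincubation then 48 h treatment at 30 °C; Technique: OD615 measurement.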
GALR2 blocker: antagonists of human galanin receptor 2 (GALR2); hit rate 0.39% among 140,000; GALR2-expressing cells, antagonist mode; O43603; AID 828; inhibition, % at 4 µM; in the data active = inhibition above about 27%;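 also: cells stimulated with galanin 1-16 at roughly its EC80; 0% = agonist challenge control and 100% = basal control without agonist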
Target sequence (O43603 whole entry, looked up): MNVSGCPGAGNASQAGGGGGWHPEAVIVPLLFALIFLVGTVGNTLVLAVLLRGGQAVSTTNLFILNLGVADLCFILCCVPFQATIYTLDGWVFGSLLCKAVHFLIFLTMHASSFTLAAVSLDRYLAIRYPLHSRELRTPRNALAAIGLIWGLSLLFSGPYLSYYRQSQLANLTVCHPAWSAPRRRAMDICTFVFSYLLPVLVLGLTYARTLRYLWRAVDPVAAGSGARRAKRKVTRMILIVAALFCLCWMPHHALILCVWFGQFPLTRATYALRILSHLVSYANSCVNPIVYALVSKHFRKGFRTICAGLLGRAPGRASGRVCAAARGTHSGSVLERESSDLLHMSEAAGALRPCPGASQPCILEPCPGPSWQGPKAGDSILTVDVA
PTEN del growth: PTEN-deleted cell growth suppression. AID 827. HCT116 PTEN-null viability, CellTiter-Glo, 60 h; active compounds read low. viability, % at 10 µM. hit rate 1.2% among 140,000;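 active = viability at or below a set limit, 4 SD under the median of all tested compounds, cut at about 3.7% in these data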;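 also: PTEN knockout HCT116 line with beta catenin targeted HCT116 as companion control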
E-sel TNF inh: blocks E-selectin expression induced by TNF alpha. HUVEC TNFa-induced E-selectin immunofluorescence, high content. inhibition, % at 2 µM. hit rate 0.71% among 120,000;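 active = inhibition above the batch mean plus 3 SD, and confirmed as a hit on visual image review, cut at about 43% in these data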;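 also: 0% = TNF-stimulated DMSO wells and 100% = unstimulated control wells; not every result past the cut was called active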
NPY Y2 blocker: antagonists of human neuropeptide Y receptor Y2; P49146; NPY-Y2 expressing cells, antagonist mode; inhibition, % at 2.7 µM; hit rate 0.99% among 140,000; AID 793; in the data active = inhibition above about 17%;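 also: 0% = vehicle with agonist challenge and 100% = reference antagonist with challenge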
Target sequence (P49146 whole entry, looked up): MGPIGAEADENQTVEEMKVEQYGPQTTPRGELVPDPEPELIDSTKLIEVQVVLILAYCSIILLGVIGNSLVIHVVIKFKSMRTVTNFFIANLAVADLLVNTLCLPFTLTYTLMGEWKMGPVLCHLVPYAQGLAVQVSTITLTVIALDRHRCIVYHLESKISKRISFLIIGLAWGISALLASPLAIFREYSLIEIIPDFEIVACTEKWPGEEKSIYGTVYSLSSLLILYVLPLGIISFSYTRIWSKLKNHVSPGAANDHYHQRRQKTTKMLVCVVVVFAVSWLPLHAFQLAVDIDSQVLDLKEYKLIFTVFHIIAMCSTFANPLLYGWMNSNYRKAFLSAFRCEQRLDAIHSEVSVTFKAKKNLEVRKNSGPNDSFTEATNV
Yeast growth inh: chemicals that inhibit yeast BB579 growth in restrictive medium (lifespan-shortening candidates). hit rate 0.51% among 140,000. S. cerevisiae BB579 growth, OD615, 48 h. inhibition, % at 10 µM;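 active = inhibition above a set limit, 3 SD over the mean compound inhibition, cut at about 44% in these data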; also: inactives centre near -24
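test system = yeast BB579 (DeaD) | buffer or medium = restrictive CSMM-D medium | doses = single compound dose of 10 µM, 0.25% DMSO final | times = 4 h preincubation and 48 h exposure at 30 °C | technique = culture absorbance at 615 nm | benchmarks = amphotericin B 10 µg/mL, positive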
bCat KO growth: beta-catenin-lacking colon tumor cell growth suppression. hit rate 1.5% among 140,000. viability, % at 10 µM. HCT116 beta-catenin knockout viability, CellTiter-Glo, 60 h; active compounds read low;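 active = viability at or under a set limit, the compound median less 4 SD, cut at about 6% in these data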;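 also: 0% = Hyamine 1622 control at 20 µM and 100% = untreated cell control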
Measles CPE: protection of cells from measles virus. Measles virus-infected cells, CPE protection, absorbance. protection (pct of control), % at 4 µM. hit rate 1.5% among 140,000; in the data active = protection mostly above about 24%, no sharp cut-off; inactive = mostly below about 26%; also: some compounds called inactive have numbers as strong as hits
MRP1 act: MRP-1 activation; H69AR cells + doxorubicin, viability rescue, CellTiter-Glo; viability increase, % at 10 µM; hit rate 0.61% among 140,000; AID 799;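 active = viability gain under doxorubicin at or above a set limit, the compound median plus 3 SD, cut at about 4.7% in these data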;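 also: MRP-1 overexpressing cells given doxorubicin 25 µM after compound pretreatment; 18-22 h compound pretreatment then 72 h with doxorubicin before readout; 0% = doxorubicin-only wells and 100% = vehicle-treated cells without doxorubicin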
Phagocyt inh: macrophage phagocytosis inhibition. AID 1029. inhibition, % at 5 µM. hit rate 0.07% among 110,000. J774A.1 macrophage IgG-bead phagocytosis, imaging;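 active = inhibition above the mean of the plate negative controls plus 5 SD, cut at about 13% in these data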;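 also: phagocytic index as fraction of beads internalized from green versus red external bead signal; plate controls were DMSO negative control for no effect and cytochalasin-D positive control for full effect; some results beyond the cut were filed as inactive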
Active calls of the source: *; · = not tested or not shown.

Below each SMILES: Yeast lifespan up	GALR2 blocker	PTEN del growth	E-sel TNF inh	NPY Y2 blocker	Yeast growth inh	bCat KO growth	Measles CPE	MRP1 act	Phagocyt inh
- O=C(Oc1ccc(Br)cc1)c1cncc(Br)c1
  -7	-7	101	7	1	-45	94	18	-0.5	·
- CC(C)CCNC(=O)CNC(=S)N(Cc1ccccc1)Cc1cccnc1
  0	-7	93	·	3	-26	86	8	-2.7	-11
- N#C/C(=C(/O)c1ccco1)c1nc2ccccc2s1
  57	5	86	-42	-2	-43	84	13	0.4	-3
- CC1CCCN(C(c2cccs2)c2nnnn2Cc2ccccc2)C1 (stereo unspecified)
  11	-11	55	-9	10	-27	66	9	-3.0	-1
- Cc1cccc(-n2c(SCc3cc(=O)n4c(C)cccc4n3)nc3[nH]ncc3c2=O)c1
  -18	3	94	5	0	-29	113	5	-0.6	·
- CN1CCNC(=O)C1CC(=O)O (stereo unspecified)
  -22	-1	105	-15	0	-42	98	5	0.1	-1
- N#CC(=C=[N-])c1nc2ccccc2nc1-[n+]1ccccc1
  -5	0	94	-16	-1	-15	94	18	-1.7	0
- Cc1cc(C)n(C(=O)CCCCCCCCC(=O)n2nc(C)cc2C)n1
  -10	1	100	23	1	-36	99	16	-0.5	·
- COc1ccc(S(=O)(=O)N(C)CC(=O)Nc2ccc(F)cc2)cc1
  -14	-15	81	-23	1	16	96	8	-0.6	-1
- CN(C)CCNc1oc(-c2ccccc2F)nc1C#N
  -9	17	94	·	0	1	95	15	-2.0	0
- CC(C)Cn1c2ccccc2c2cc(C(=O)O)ccc21
  -25	1	92	4	3	-46	94	3	-1.9	0
- CCOC(=O)c1[nH]c(C)c(C(=O)Nc2ccc(C)c(F)c2)c1C
  -27	3	38	-28	2	-61	48	2	-3.9	-1
- O=C(O)COc1ccccc1C1C2C(=O)N(c3ccccc3)C(=O)C2ON1c1ccccc1 (stereo unspecified)
  -16	-4	91	-32	0	-12	94	4	-2.9	-1
- O=C(Cn1cc(C(=O)c2cccs2)c2ccccc21)NC1CCCCC1
  -12	-5	98	-6	6	-64	94	34	-0.9	-1
- CCOc1ccc(CC(=O)NNC(=S)Nc2ccccc2)cc1Br
  -9	-8	107	6	4	-23	102	15	-0.5	0
- COc1ccc(CN2C3CCCC2CC(NC(=O)Nc2cccc(C)c2)C3)cc1 (stereo unspecified)
  ·	3	80	-9	2	-8	67	12	-2.2	·
- C/C(Cn1nnc([N+](=O)[O-])n1)=N\NC(=O)c1ccccc1
  0	9	41	-28	10	12	30	12	-4.9	-1
- CN(Cc1ccccc1)C(=O)CN(Cc1ccccc1)S(C)(=O)=O
  ·	-7	101	8	5	-10	84	8	0.3	·
- Cc1ccc(-c2c3c(=O)n(C)c(=O)n(C)c3cn2CCCN2CCOCC2)cc1
  -1	-2	93	-5	1	-44	86	2	-2.0	3
- Cc1cc(C(=O)CSc2nncs2)c(C)n1-c1ccc2c(c1)OCO2
  -5	11	59	-6	0	-44	49	16	0.9	-1
- Cc1ccc2c(c1)NCCO2
  -7	-5	102	1	2	-38	101	9	-1.4	0
- Cc1cc(C)cc(NC(=O)c2cc(C)nn2C)c1
  -6	5	91	·	4	-1	94	11	0.9	-4
- O=C1c2cccc3cccc(c23)C(=O)N1CCCN(C(=O)c1cccs1)c1cccc(F)c1
  1	-4	73	7	2	-30	71	9	-2.2	-7
- O=C(O)C1CSC(c2ccccc2Cl)N1C(=O)c1ccc(Cl)cc1 (stereo unspecified)
  2	2	91	32	8	-51	104	11	-2.3	-2
- CCOC(=O)C1=C(SCC)c2cc3c(n2C1=O)CCCC3
  ·	6	76	-10	-16	-63	77	17	-5.5	·
- O=CN1CCN(C2CC(=O)N(c3ccc4c(c3)OCO4)C2=O)CC1 (stereo unspecified)
  -8	-3	99	·	1	-32	86	3	-2.9	0
- Oc1ccc(/C=N/Nc2ncc(Br)cn2)c(O)c1
  1	-3	8	·	2	-30	6.0*	7	-3.1	-6
- c1ccc2cc(OCCN3CCCC3)ccc2c1
  -10	4	110	-27	4	-46	105	13	-1.1	·
- COc1ccccc1NC(=O)Cc1nn(C)c(=O)c2ccccc12
  -7	35*	59	3	1	7	51	5	-1.1	-5
- Fc1ccc(-c2nnc(Cc3nnc(-c4ccc(F)cc4)o3)o2)cc1
  -7	2	96	-29	8	-11	91	5	-2.6	0
- C[C@@H]1C[C@H](Nc2ccccc2)c2ccccc2N1C(=O)c1cccnc1
  -8	-2	75	-6	3	-5	62	21	-1.2	0
- O=C1CN(C(=O)COc2ncnc3ccccc23)c2ccccc2N1
  -2	-9	92	19	-1	-22	81	4	-2.7	-1
- O=C(NCc1ccc(F)cc1)C1CCCN(S(=O)(=O)c2cccnc2)C1 (stereo unspecified)
  -3	4	101	3	-2	-25	99	6	-1.8	0
- CCOC(=O)CN1N=C(/C=C/c2ccc(OC)cc2)CCC1=O
  -10	10	102	23	7	-20	95	5	-0.3	·
- COc1ccc(NC(=S)NCC2CCCO2)c(OC)c1 (stereo unspecified)
  2	-2	97	-20	4	-33	101	0	-1.0	-1
- O=c1c2c3c(sc2ncn1/N=C/c1ccco1)CCCC3
  -18	6	85	-23	3	8	96	9	0.6	-1
- COc1cccc(C(C(=O)NC2CCCC2)N(Cc2ccccc2OC)C(=O)c2ccco2)c1 (stereo unspecified)
  ·	-5	88	6	7	-41	86	5	-3.3	·
- CN(C(=O)c1cccc(C#N)c1)c1nnc(-c2ccccn2)s1
  -22	-1	99	·	1	-29	109	7	0.5	1
- Cc1ccc(Cl)cc1N1CCN(CC(O)COCc2ccco2)CC1 (stereo unspecified)
  -4	6	68	·	10	-1	71	26	-3.1	-9
- C=CCOc1c(Br)cc(CNc2nccs2)cc1OC
  ·	1	86	-6	-1	-57	93	9	-2.9	·
- COc1ccc(C(c2c(C)[nH]n(C(N)=S)c2=O)C(C#N)C#N)cc1 (stereo unspecified)
  ·	7	75	-23	6	37	84	12	-1.9	·
- COc1cc2cc(CN(CCc3ccccc3C)C(=S)NCCCN(C)C)c(=O)[nH]c2cc1OC
  -1	15	1.8*	-27	3	6	2.2*	9	-4.8	0
- COc1cccc(C(=O)OCc2ccccc2C#N)c1O
  -9	0	91	-11	7	25	92	14	1.8	-1
- Cc1ccc(C2=C/C(=C/c3cccs3)C(=O)O2)cc1
  -1	-3	93	·	2	-29	91	14	-1.9	-8
- Cn1cnnc1SCC(=O)Nc1cc(S(=O)(=O)N2CCCCCC2)ccc1Cl
  2	12	106	·	-1	0	99	9	-0.9	·
- O=[N+]([O-])c1cccc(-c2n[nH]c(=S)n2Cc2ccccc2)c1
  8	5	94	·	5	-13	90	15	-2.7	-5
- Clc1ccc(C2CC(c3ccccc3)Nc3ncnn32)cc1 (stereo unspecified)
  -5	3	76	-7	3	-7	80	15	-1.8	0
- CC(=O)Oc1ccc(C(=O)O)cc1OC(C)=O
  -14	8	92	27	3	-7	90	4	-2.4	0
- CC(=O)c1cccc(NC(=O)c2ccncc2)c1
  -6	-2	92	·	2	-66	86	8	-1.4	0
- CCOC(=O)c1cc(C)[nH]c(=S)c1C#N
  -5	10	109	2	6	6	97	3	0.1	·
- COc1cc(C(=O)Nc2ccc3c(c2)C(=O)c2ccccc2C3=O)cc(OC)c1OC
  2	-12	94	64*	4	-35	86	10	-1.2	-8
- Cc1cc2ccccc2n2c(SCC(=O)Nc3ccc(S(=O)(=O)N4CCCCC4)cc3)nnc12
  0	-2	68	1	2	-46	79	10	-1.2	-12
- COC(=O)Cc1ccc(OCC(=O)Nc2ccc(OC(F)(F)F)cc2)cc1
  -4	-4	91	·	5	-27	88	9	0.0	-5
- CC1CN(C(=O)N[C@@H](Cc2ccccc2)C(=O)O)CC(C)O1 (stereo partly specified)
  -7	-12	97	-3	0	-6	86	4	-3.4	-1
- Cc1ccc(S(=O)(=O)N2CC(=O)Nc3ccccc32)cc1
  -5	1	104	11	0	-1	100	12	-0.4	2
- O=C(C1=NN[C@@H]2C(=O)N(c3ccccc3C(F)(F)F)C(=O)[C@H]12)C(c1ccccc1)c1ccccc1
  1	-1	95	·	-2	-7	99	27	-0.1	-7
- O=C(CN1CCSCC1)N/N=C/c1ccc(F)cc1
  -3	6	101	·	0	-14	101	4	0.3	-1
- CCCc1cc2c(cc1NC(=O)c1ccccc1F)OCO2
  0	-1	78	7	3	-54	87	3	-2.1	0
- CCC1SC2=NC(C)=C(C(=O)OCC(C)C)C(/C=C/c3ccccc3OC)N2C1=O (stereo unspecified)
  4	-6	87	5	5	-22	82	7	-4.1	0
- Cc1noc(NS(=O)(=O)c2ccc(NC(=O)CSc3nnc(-c4ccccc4)n3C3CCCCC3)cc2)c1C
  -7	1	92	12	0	-16	86	6	-1.7	-3

Next part
Below each SMILES: Yeast lifespan up	GALR2 blocker	PTEN del growth	E-sel TNF inh	NPY Y2 blocker	Yeast growth inh	bCat KO growth	Measles CPE	MRP1 act	Phagocyt inh
- FC(F)(F)c1cc(-c2ccccc2)nc2ncnn12
  ·	-8	103	-2	4	-4	100	-1	1.5	·
- COc1ccc(-c2nc(CN3CCCC(C(=O)NC4CCCC4)C3)c(C)o2)cc1 (stereo unspecified)
  -3	9	86	7	2	-56	90	4	0.3	0
- Cc1ccc(S(=O)(=O)N2CCCCC2)cc1NC(=O)COC(=O)c1cc[n+]([O-])cc1
  2	10	96	·	2	-13	101	7	-0.4	-1
- Cc1ccc(NC(=O)CCSc2nnc(C)s2)cc1
  ·	0	92	-8	2	-6	88	7	-1.1	·
- COc1ccc(C(=O)NCc2ccc(N3CCN(C(=O)OC(C)(C)C)CC3)cc2)cc1
  -14	-5	75	·	3	1	73	11	-3.1	-1
- COC(=O)C(NC(=O)c1ccccc1C)(Nc1ncc(S(=O)(=O)c2ccc([N+](=O)[O-])cc2)s1)C(F)(F)F (stereo unspecified)
  -8	5	64	-12	0	-14	62	6	0.8	-2
- CCN(CC)CCCNC(=O)c1cc2c(-c3ccc(Cl)cc3)nn(C)c2s1
  -10	-7	1.6*	-5	4	24	0.8*	1	-5.9	·
- OC(COc1ccc(OCc2ccccc2)cc1)CN1CCCCC1 (stereo unspecified)
  -8	-3	93	·	6	-44	86	2	-1.1	8
- COC(=O)c1ccccc1NC(=S)N(Cc1ccc2c(c1)OCO2)Cc1cc2cccc(C)c2[nH]c1=O
  -2	2	79	10	3	-35	80	13	-3.2	-14
- CCOc1ccc(OCCSc2nnnn2C2CCCCC2)cc1
  -15	-5	75	-27	17*	-14	90	5	0.5	0
- C(=N/Nc1cc(N2CCOCC2)nc(N2CCOCC2)n1)/c1ccccc1
  -6	-8	31	3	-1	-19	26	0	-2.3	0
- O/N=C/c1cccn1-c1ccc(O)cc1
  -10	1	95	12	-1	2	111	1	-0.9	0

Compound activity: PubChem BioAssay, several laboratories

Compounds as they come, and some 6.1% of all compounds hit somewhere here.
